# High-throughput results from PubChem BioAssay.
# proKLK7 act: activates the human kallikrein-7 zymogen | P49862 | purified proKLK7, EDANS-DABCYL substrate fluorescence; 100% is mature enzyme control, 0% vehicle | AID 652039 | activation, % at 7 µM | 0.9% of 370,000 active;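 active means activation above the mean of all tested compounds plus 3 SD, computed per campaign excluding outliers beyond control limits, cut at about 13% in these data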
# Target sequence (P49862 whole entry, looked up): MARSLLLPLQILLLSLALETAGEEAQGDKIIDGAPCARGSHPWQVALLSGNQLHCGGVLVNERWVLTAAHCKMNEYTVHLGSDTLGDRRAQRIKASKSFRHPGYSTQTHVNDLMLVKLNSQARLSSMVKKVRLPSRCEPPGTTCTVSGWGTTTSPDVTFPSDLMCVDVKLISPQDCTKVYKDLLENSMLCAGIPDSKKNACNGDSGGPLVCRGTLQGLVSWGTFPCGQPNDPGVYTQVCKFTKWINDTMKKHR
# ASAP1 GAP inh: blocks human ASAP1-stimulated Arf1 GTP hydrolysis. GDP FP detection. inhibition, % at 16.5 µM. 0.19% of 360,000 active. AID 624377; in the data active means inhibition above about 25%;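 further: 0% = vehicle with enzyme and substrate and 100% = no enzyme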
# Target sequence (Q9ULH1 325-724 limits assumed): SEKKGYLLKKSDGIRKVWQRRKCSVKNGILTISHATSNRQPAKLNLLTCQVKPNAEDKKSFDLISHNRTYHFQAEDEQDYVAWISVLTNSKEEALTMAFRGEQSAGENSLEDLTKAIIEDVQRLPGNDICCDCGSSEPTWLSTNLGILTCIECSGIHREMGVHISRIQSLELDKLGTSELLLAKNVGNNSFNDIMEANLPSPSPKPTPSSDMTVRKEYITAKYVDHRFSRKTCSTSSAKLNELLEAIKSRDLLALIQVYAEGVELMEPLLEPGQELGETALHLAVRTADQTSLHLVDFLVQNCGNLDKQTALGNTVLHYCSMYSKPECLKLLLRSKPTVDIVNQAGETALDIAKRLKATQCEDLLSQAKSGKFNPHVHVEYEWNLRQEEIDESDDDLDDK
# TDP2 inh: TDP2 (human) inhibition, absorbance primary screen; recombinant TDP2, T5PNP hydrolysis, p-nitrophenol absorbance 415 nm; 0.34% of 370,000 active; O95551; inhibition, % at 12.8 µM;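 active means inhibition above the mean of all tested compounds plus 3 SD, set per campaign, cut at about 25% in these data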;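 further: 0% = DMSO with enzyme and 100% = buffer with substrate but no TDP2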
# Target sequence (O95551 whole entry, looked up): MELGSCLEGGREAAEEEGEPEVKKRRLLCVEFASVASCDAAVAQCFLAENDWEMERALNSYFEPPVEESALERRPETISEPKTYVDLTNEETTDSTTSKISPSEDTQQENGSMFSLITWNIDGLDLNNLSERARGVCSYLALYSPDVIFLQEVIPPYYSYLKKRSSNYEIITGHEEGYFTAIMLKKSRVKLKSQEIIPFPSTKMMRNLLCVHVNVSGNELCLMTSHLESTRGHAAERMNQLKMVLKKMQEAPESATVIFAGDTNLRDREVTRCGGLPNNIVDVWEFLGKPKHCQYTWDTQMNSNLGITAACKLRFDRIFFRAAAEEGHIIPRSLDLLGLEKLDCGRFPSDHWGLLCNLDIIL
#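 System – recombinant human TDP2 · Amount – 120 nM TDP2 per well · Buffer or medium – Mg2+-containing Tris-HCl buffer, pH 7.5 · Reagent – T5PNP substrate, 5 mM · Dosing – 12.8 µM single point, 1% DMSO · Incubation – 2 h at 37 °C · Measured by – epi absorbance · Read-out basis – percent inhibition · Benchmarks – high control without enzyme, low control DMSO plus TDP2 · Repeats – singlicate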
# ARFGAP1 inh: inhibitors of rat ARFGAP1. Q62848. Arfgap1-stimulated ARF1 GTP hydrolysis, GDP FP detection. 0.26% of 360,000 active. inhibition, % at 16.5 µM;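 active means inhibition above a per-plate limit, mean inhibition of low control wells plus 3 SD, cut at about 25% in these data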;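 further: 0% = DMSO wells with enzyme and 100% = wells lacking Arfgap1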
#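 material = rat Arfgap1 catalytic domain, aa 1-136 | also added = human ARF1(Δ1-17)-GTP substrate | compound dosing = one concentration, 16.5 µM, DMSO 1.26% | times = GTP hydrolysis reaction 2 h at 25 °C | measured by = FP, GDP Alexa 633 tracer displaced from anti-GDP antibody, 620/688 nm | evaluation = percent inhibition of Arfgap1-stimulated GTP hydrolysis | replication = single well per compound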
# ADAM10 inh: ADAM10 inhibition, QFRET primary screen | inhibition, % at 7 µM | 0.62% of 370,000 active | recombinant ADAM10, EDANS/DABCYL FRET peptide cleavage, 3 h | O14672;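 active means inhibition above a per-campaign cutoff equal to the mean of compounds falling between control-based bounds plus 3 SD, cut at about 20% in these data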;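 further: 0% = DMSO wells while the 100% control is not disclosed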
# ADAM17 inh: inhibits human ADAM17; inhibition, % at 6.95 µM; 0.83% of 370,000 active; recombinant ADAM17, EDANS/DABCYL FRET peptide cleavage; P78536;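 active means inhibition above the mean of compounds lying between control limits plus 3 SD, set per campaign, cut at about 8.5% in these data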;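 further: 0% = DMSO-only wells as the low control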
# PLC-gamma1 inh: PLC-gamma1 (human) inhibition, primary screen; 0.84% of 370,000 active; AID 720700; purified PLC-gamma1, fluorogenic substrate, fluorescence; inhibition, % at 12.2 µM; P19174; in the data active means inhibition above about 9.5%
# DDE Tn7 FP inh: disrupts Tn7 cyclic peptide binding to fibrin D-Dimer-E complex; P02675; 0.13% of 370,000 active; FP displacement of FITC-Tn7 peptide from fibrin DD(E); 0% = median of compound wells per plate; inhibition, % at 8.3 µM;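 active means inhibition above the mean of compounds falling within the control limits plus 3 SD of them, cut at about 14% in these data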;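 further: 0% = plate median of compound wells and 100% = 10 µM Aha-Tn7 peptide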
#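 Also added: labelled Tn7 tracer, 0.1 µM; Assay system: human fibrin DD(E) protein; Amount: 2 µM fibrin DD(E); Schedule: 10 min compound pre-incubation, 3 h probe incubation at room temperature; Repeats: one replicate per compound; Read-out basis: percent inhibition; Measured by: fluorescence polarization of the labelled Tn7 tracer.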
# DDE Tn6 FP inh: disrupts Tn6 cyclic peptide binding to fibrin D-Dimer-E complex; P02675; Fibrin DD(E) TRITC-Tn6 fluorescence polarization displacement; inhibition, % at 8.3 µM; 0.21% of 370,000 active; AID 720509;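 active means inhibition above a per-campaign cutoff: mean of compounds within control limits plus 3 SD, cut at about 15% in these data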;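 further: 0% = median of all compound wells on the plate and 100% = blocking peptide control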
# LEDGF integ inh: blocks HIV-1 LEDGF/p75-dependent DNA integration | TR-FRET IN-LEDGF/p75 DNA integration, Eu/Cy5 | 0.64% of 370,000 active | inhibition, % at 3.7 µM | AID 743269;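 active means inhibition above the screen-wide mean plus 3 SD, cut at about 13% in these data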;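 further: signal is the Cy5 over europium emission ratio at 671 and 618 nm; 0% = plate median of compound wells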
# Numbers without * were called inactive; i = inactive; x = no result given. Compounds were not picked by outcome; about 4.2% have a hit in one of these screens.
SMILES,proKLK7 act,ASAP1 GAP inh,TDP2 inh,ARFGAP1 inh,ADAM10 inh,ADAM17 inh,PLC-gamma1 inh,DDE Tn7 FP inh,DDE Tn6 FP inh,LEDGF integ inh
CC(NS(=O)(=O)c1ccccc1)C(=O)Nc1nccs1 (stereo unspecified),-0.1,-5,-6,3,-3,-7,1,3,4,-4
Cc1ccc(CN2CC(N3CCN(c4ccccn4)CC3)CS2(=O)=O)cc1 (stereo unspecified),0.7,-2,5,-5,2,1,-5,1,-1,4
Cc1cc(C)c2c(n1)SCC(=O)N2CC(=O)Nc1cccc(Cl)c1,-0.2,-19,4,16,-4,-1,1,0,1,0
CC(=O)Nc1ccc(-c2csc(NC(=O)C3=COCCO3)n2)cc1,-0.6,-1,2,-6,-1,-1,-14,3,2,-1
COc1ccccc1N1CCN(C(=O)c2noc(C)c2[N+](=O)[O-])CC1,0.1,13,2,6,3,-1,-2,0,0,5
Nc1cc(N)nc(SCC(=O)Nc2ccc3c(c2)OCO3)n1,-0.4,0,0,6,0,-3,-3,2,2,-3
CC1CCC2(CC1)NC(=O)N(CC(=O)NC1CCCCC1C)C2=O (stereo unspecified),0.6,5,4,-16,-11,-7,1,0,-3,0
O=C(COC(=O)c1ccc(NS(=O)(=O)c2ccc3c(c2)OCCO3)cc1)NC1CC1,0.0,-15,-16,-3,-2,-4,-2,3,2,-5
COc1cccc(-c2cnc(C(O)c3ccccc3)[nH]2)c1 (stereo unspecified),-0.2,4,-3,-11,6,0,0,-1,5,4
CCn1nc(NC(=O)C(C)C)c2cc3ccc(C)cc3nc21,1.0,10,10,2,-18,-8,-133,-8,5,1
CCOc1ccccc1C1NC(=O)CCC1[N+](=O)[O-] (stereo unspecified),-0.3,4,-6,1,3,-1,2,0,-12,2
S=C(Nc1ccc(Oc2ccccc2)cc1)NC1CCCCC1,0.4,3,1,7,-7,-3,-2,3,-2,3
NC(=O)CSc1nnc(Cc2csc(Nc3ccccc3)n2)n1Cc1ccccc1,-0.1,2,4,15,-2,-2,3,4,13,1
O=C(c1cc([N+](=O)[O-])cc([N+](=O)[O-])c1)N1CCOCC1,0.1,-10,-4,-14,1,-1,2,7,7,0
CCC(C(=O)NCc1ccccc1)n1c(C2CCN(C(C)=O)CC2)nc2ccccc21 (stereo unspecified),0.0,-7,3,7,-20,-9,1,7,-5,-3

# By substructure: those above containing a nitro group on carbon.
SMILES,proKLK7 act,ASAP1 GAP inh,TDP2 inh,ARFGAP1 inh,ADAM10 inh,ADAM17 inh,PLC-gamma1 inh,DDE Tn7 FP inh,DDE Tn6 FP inh,LEDGF integ inh
COc1ccccc1N1CCN(C(=O)c2noc(C)c2[N+](=O)[O-])CC1,0.1,13,2,6,3,-1,-2,0,0,5
CCOc1ccccc1C1NC(=O)CCC1[N+](=O)[O-] (stereo unspecified),-0.3,4,-6,1,3,-1,2,0,-12,2
O=C(c1cc([N+](=O)[O-])cc([N+](=O)[O-])c1)N1CCOCC1,0.1,-10,-4,-14,1,-1,2,7,7,0

# The results go on:
SMILES,proKLK7 act,ASAP1 GAP inh,TDP2 inh,ARFGAP1 inh,ADAM10 inh,ADAM17 inh,PLC-gamma1 inh,DDE Tn7 FP inh,DDE Tn6 FP inh,LEDGF integ inh
COc1cc(C(=O)N/N=C/c2cc([N+](=O)[O-])cs2)cc(OC)c1OC,0.3,7,-3,17,2,3,-1,0,-3,-1
O=[N+]([O-])c1ccc(Oc2ccc(/C=N/O)cc2)nc1,0.4,12,4,2,6,1,1,1,13,-11
Oc1ccc(-c2n[nH]c(C(F)(F)F)c2-c2ccccc2)c(O)c1,-0.8,14,2,9,12,5,0,-3,-4,0
COc1cc(NC(=O)c2cccs2)ccc1NC(=O)c1ccccc1Cl,0.1,10,7,5,3,-3,-3,-2,0,-1
CN(Cc1ccccc1)S(=O)(=O)c1ccc2[nH]c(=O)ccc2c1,-0.7,-1,-2,-3,-1,-1,2,-1,-3,2
CC(C)c1ccccc1NC(=O)CNCCOc1ccccc1F,-0.1,1,21,-6,1,0,4,5,3,-3
CC(C)C(NC(=O)c1ccco1)C(=O)OCc1cc([N+](=O)[O-])cc2c1OCOC2 (stereo unspecified),0.5,-2,-3,-9,-8,-2,2,-3,-2,-2
O=C(C1CC(=O)N(c2ccc(F)cc2)C1)N1CCCCC1 (stereo unspecified),-1.0,8,-23,-1,-5,-1,8,-3,-2,-1
CC(C)=NNC(=O)CN1C(=O)NC2NC(=O)NC21 (stereo unspecified),-0.7,18,5,2,-7,3,-1,-1,3,2
CC(=O)c1ccc(N2CCN(C(=O)[C@H](C)NC(=O)c3ccccc3Cl)CC2)cc1,0.5,-4,14,-5,-10,-2,-2,4,-2,1
COc1ccc(-c2onc(C)c2-c2ccc3c(c2)OCCO3)c(O)c1,-0.1,1,-10,2,10,5,9,7,-1,4
COc1cc(C2CC(=O)Nc3c2c(=O)nc2c(C)cccn32)cc(OC)c1OC (stereo unspecified),-1.5,-4,-8,-5,-10,-6,-29,2,5,0
O=C(NCc1ccc2c(c1)OCO2)c1ccc(Cl)s1,-0.1,-11,7,13,0,0,0,7,-3,-1
NS(=O)(=O)c1ccc(NC(=O)COC(=O)c2ccc(S(=O)(=O)N3CCOCC3)cc2)cc1,0.4,1,-4,5,-11,-1,5,-3,-4,-1
CN(C)CCCNc1nc(-c2ccccc2)c2c(c1C#N)CC(C)(C)OC2,5.2,-7,10,0,-362,-126,-100,6,3,-1
Cc1ccc2nc3c(cc(C(=O)NCc4ccco4)c(=N)n3Cc3ccco3)c(=O)n2c1,-2.5,-2,-5,-2,-238,-81,-264,-5,2,5
CCOc1ccc(N2CC(C(=O)Nc3ccc(F)cc3F)CC2=O)cc1 (stereo unspecified),0.6,-9,3,11,11,-2,4,4,2,2
COC(=O)c1ccc(CNC(=O)CCC(=O)N2CCOCC2)cc1,0.0,1,-5,-12,0,3,2,-5,-11,2
CCc1ccc(NC(=O)C(=O)NCCOc2ccccc2Cl)cc1,0.5,-3,-10,5,3,1,-1,3,1,-5
O=C(Nc1ccc(O)c(C(=O)O)c1)c1cccc(NC(=O)c2ccco2)c1,0.0,-2,-8,8,-2,0,6,0,-23,-1
CC1(c2nnnn2Cc2ccccc2)CCC(=O)N1Cc1cccs1 (stereo unspecified),0.1,-9,2,8,1,-2,3,-8,-2,1
Cc1cc(C(=O)N2CCN(C(c3ccccc3)c3ccccc3)CC2)no1,-0.2,2,-1,2,-4,-4,-1,0,-4,0
CC(OC(=O)c1ccccc1Nc1ccc(SC(F)F)cc1)C(N)=O (stereo unspecified),-1.1,-8,6,12,3,1,-46,2,3,-1
O=C1CC(NCC2CCCO2)C(=O)N1c1ccc(F)cc1 (stereo unspecified),0.2,-20,4,-1,-3,2,1,5,3,-2
COc1cccc(OC)c1OCCN1CCC(C(=O)NC(c2ccc3c(c2)OCO3)c2ccccn2)CC1 (stereo unspecified),-0.4,4,-5,-9,-10,-2,-2,-1,-1,-1
CC(C)(N[C@@H](Cc1c[nH]c2ccccc12)C(=O)NCCCc1ccccc1)C(=O)NCc1ccccc1,x,x,3,x,11,4,-1,-4,9,3
CC(=O)c1nnn(-c2nc(N)nc(N(c3ccccc3)c3ccccc3)n2)c1C,0.0,-7,-1,13,6,0,4,-3,10,1
CCCCCN(C(=O)CCC(=O)OCCOc1cccc(Cl)c1)c1c(N)n(CCCC)c(=O)[nH]c1=O,-0.5,16,-4,1,-3,-5,-3,10,-3,-3
CCCn1c2ccc(/C(C)=N\O)cc2c2cc(/C(C)=N/O)ccc21,-2.0,-5,6,11,-82,-32,-107,8,2,3
COc1ccc(-c2c(-c3ccc(C#N)cc3)oc(=O)c3cc(OC)c(OC)cc23)cc1,-14,-10,-3,-5,-390,-87,-21,-2,4,1
O=C(CCCC(=O)NCCc1ccccc1)NCCc1ccccc1,-0.6,2,-8,4,0,-1,4,-3,3,1
CCN(CC(=O)Nc1c(F)cccc1F)C(=O)CCCN1C(=O)c2cccc3cccc(c23)C1=O,0.3,9,-4,-4,-85,-28,-3,-2,1,2
Cn1nnnc1SC1CC(=O)N(c2ccccc2)C1=O (stereo unspecified),-0.9,-6,4,4,3,-5,-1,1,-4,-1
Cc1c(C(=O)N/N=C/c2cccs2)nc2ccccn12,-0.5,-9,-9,3,4,4,8,-10,0,-1
COc1cccc(CN(C)CC(O)COc2cc(Cl)ccc2Cl)c1 (stereo unspecified),0.3,1,-9,-3,0,3,6,2,1,3
S=c1[nH]nc(-c2cccnc2)n1C1CCCCC1,-0.4,-1,4,-2,11,0,1,1,0,0
Cc1ccc(CN(c2ccc(C(=O)NCc3ccc4c(c3)OCO4)cc2)S(C)(=O)=O)cc1,0.4,16,-22,4,0,6,9,3,-2,3
OCc1ccc(-c2ccc3nccn3c2)cc1,-0.1,6,9,-6,-47,-16,-14,4,-7,0
CCOc1cccc(-c2cnc3cccnn23)c1,41*,-6,11,-9,i,-236,i,5,0,1
COC(=O)[C@@]12C[C@@H](CC(=O)N3CCOCC3)C(=O)N(CCc3ccc(OC)c(OC)c3)C1=CCC(C)(C)C2,0.2,2,7,-8,-10,-6,2,-5,-10,0
O=C(COc1ccc2ccccc2c1)Nc1nccs1,-0.7,0,-4,-6,4,-4,-1,8,0,-3
O=C(/C=C/c1ccco1)Nc1nnc(-c2ccco2)s1,1.6,3,4,-1,-6,-2,-24,-4,-2,5
CC(=O)N1CCc2cc(S(=O)(=O)CCC(=O)Nc3ccccc3F)ccc21,0.6,-8,19,20,-3,-2,-1,7,5,2
NC(=O)c1cc(-c2ccccc2)sc1NC(=O)Cc1ccc(S(=O)(=O)N2CCOCC2)s1,0.3,-4,11,13,-18,-5,-24,2,3,1
COc1ccc(NC(=O)CCCc2ccc(OC)c(C)c2)cc1,0.1,3,-11,10,-1,5,3,-4,1,4
Cc1cccc2cc3c(NC(=O)c4ccccn4)nn(C)c3nc12,-1.2,5,-7,-2,-9,-3,-37,-3,-9,1
Cc1cc(C(=O)Nc2ccncc2)c2ccccc2n1,0.1,12,10,2,-1,2,3,-3,-3,2
C[C@]1(CC/C(=C/CO)CO)[C@H](C=O)CC[C@@]23COC(=O)C2=CCC[C@@H]31,-0.3,-2,-11,-12,-11,0,5,-7,-4,3
